CXCR6 block: CXCR6 receptor inhibitors, primary screen, cell-based, beta-arrestin, luminescence, CHO-K1 PathHunter, 1536-well | inhibition, % at 20 µM | 360,000 compounds, 0.36% hits | AID 602244, 2012; in the data active = inhibition above about 34%, passing the limit was not always enough;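 also: antagonist mode with CXCL16 agonist at 10 nM final; 0% = 10 nM CXCL16 with DMSO and 100% = unstimulated wells without agonist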
Target sequence (O00574 whole entry, looked up): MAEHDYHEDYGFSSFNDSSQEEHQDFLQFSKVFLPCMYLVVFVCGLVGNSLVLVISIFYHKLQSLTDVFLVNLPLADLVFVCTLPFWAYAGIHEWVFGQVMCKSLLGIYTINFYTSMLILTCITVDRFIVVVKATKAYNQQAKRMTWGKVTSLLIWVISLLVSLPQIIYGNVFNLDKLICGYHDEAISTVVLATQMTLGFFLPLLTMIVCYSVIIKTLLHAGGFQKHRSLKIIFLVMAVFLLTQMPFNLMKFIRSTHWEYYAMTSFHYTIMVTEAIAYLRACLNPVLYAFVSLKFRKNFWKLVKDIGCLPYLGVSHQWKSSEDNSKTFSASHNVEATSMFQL
Active calls of the source: *. Only part of the results is shown, so the mix of outcomes need not match the whole.

A first look:
SMILES	CXCR6 block
CN(CCc1ccccc1)C(c1cc2ccccc2o1)c1nnnn1C(C)(C)C (stereo unspecified)	-4
Nc1ccccc1-c1n[nH]c(=S)s1	9
CC1(C)N=C(N)N=C(N)N1c1cccc(CC(=O)Nc2ccccc2)c1	-2
CCOC(=O)c1ccc(S(=O)(=O)N2CCC(C(=O)NCC3COc4ccccc4O3)CC2)cc1 (stereo unspecified)	-4
COc1ccc(-c2ccc(CN3C(C)C(=O)N(Cc4cn(CCC5OCCO5)nn4)CCS3(=O)=O)cc2)cc1 (stereo unspecified)	-7
CC1(c2nnnn2-c2ccc3c(c2)OCCO3)CCC(=O)N1CC(F)(F)F (stereo unspecified)	-8

The list itself, repeating the preview:
SMILES	CXCR6 block
CN(CCc1ccccc1)C(c1cc2ccccc2o1)c1nnnn1C(C)(C)C (stereo unspecified)	-4
Nc1ccccc1-c1n[nH]c(=S)s1	9
CC1(C)N=C(N)N=C(N)N1c1cccc(CC(=O)Nc2ccccc2)c1	-2
CCOC(=O)c1ccc(S(=O)(=O)N2CCC(C(=O)NCC3COc4ccccc4O3)CC2)cc1 (stereo unspecified)	-4
COc1ccc(-c2ccc(CN3C(C)C(=O)N(Cc4cn(CCC5OCCO5)nn4)CCS3(=O)=O)cc2)cc1 (stereo unspecified)	-7
CC1(c2nnnn2-c2ccc3c(c2)OCCO3)CCC(=O)N1CC(F)(F)F (stereo unspecified)	-8
CC(=O)N(C)c1ccc(N=Nc2ccc3ncccc3c2)cc1	3
Cn1cccc1/C=C1\SC(=S)N(NC(=O)c2cccc(Cl)c2)C1=O	15
C[C@H]1CN([C@@H](C)CO)C(=O)CCCn2cc(nn2)CO[C@@H]1CN(C)S(=O)(=O)c1ccc2c(c1)OCCCO2	-7
COc1ccccc1CNS(=O)(=O)CCNCc1ccco1	-2
Cc1ccc2nc(SC(C)C(=O)NC3CCCc4ccccc43)[nH]c2c1 (stereo unspecified)	20
CCCCN(C=O)c1c(CC)nc2ccc(C(=O)NCCc3ccccn3)cn12	-4
COc1ccc(C(C)(NC(C)=O)c2nc(-c3cccc4cccnc34)cs2)cc1 (stereo unspecified)	7
O=C(c1ccc(Cl)c([N+](=O)[O-])c1)N(Cc1ccc(Cl)cc1)C1CCS(=O)(=O)C1 (stereo unspecified)	-22
CCc1nc2c(OCC(=O)C(C)(C)C)cccn2c1N(C)C(=O)c1ccccc1F	4
O=C(NCc1ccccc1Cl)c1csc([C@@H]2O[C@H](CO)[C@@H](O)[C@H]2O)n1	-4
O=C1NC(=S)NC1=Cc1ccccc1O	2
CC(=O)Nc1cc(-c2ccsc2)cn2c(-c3ccc(F)cc3)cnc12	0
Cc1cccc(C(=O)N2CCC[C@H]2C(=O)N2CCC[C@H]2C(=O)NCc2ccncc2)c1	0
CC(=O)Nc1ccc(N=Cc2ccc(OCc3ccccc3)cc2)cc1	-7
CC(C)C[C@@H](CNCC(=O)[C@H](CC(C)C)NC(=O)c1[nH]cnc1C(=O)N[C@@H](C)CN)NC(=O)c1nc[nH]c1C(=O)N[C@@H](CC(=O)O)C(=O)O	3
COc1ccc(-c2nc3c(C)cc(Br)cn3c2Cc2ccccc2)cc1OC	2
CCOc1ccc(NC(=O)OCCN2CCN(CCc3ccccc3)C(C)C2)cc1 (stereo unspecified)	-3
COCc1ccc(CN2CCC(n3nccc3NC(=O)c3ccc4c(c3)OCO4)CC2)o1	-5
CC1(C)CC(=O)C(C(c2ccc3c(c2)OCO3)C2C(=O)CC(C)(C)CC2=O)C(=O)C1	0
Cc1ccc(NC(=O)COC(=O)c2ccco2)cc1S(=O)(=O)N1CCCCC1	-4
O=C(OCC(=O)N1CCOCC1)C(c1ccccc1)c1ccccc1	2
COc1ccc2c(CN3CCN(c4ccccc4F)CC3)cc(=O)oc2c1	1
CCc1nc2c(OCC(=O)c3ccc(F)cc3)cccn2c1N(C)C(=O)COc1ccccc1	-8
CC(C)(C)S(=O)(=O)N1Cc2cc(CO)cc(CCO)c2[C@@H]1CCO	-4
OC[C@H]1O[C@@H](c2nc3ccc(-c4nc(-c5ccc(Br)cc5)no4)cc3[nH]2)C[C@@H]1O	11
N#Cc1c(-c2ccccc2)nc(SCC(=O)Nc2ccccc2)[nH]c1=O	4
O=C(NCCN1CCOCC1)c1ccc2c(c1)N(Cc1cccc(Cl)c1)C(=O)c1ccccc1S2(=O)=O	7
CC1(C(=O)NS(=O)(=O)c2ccccc2)CCN1C(=O)CCc1ccc(Cl)cc1Cl (stereo unspecified)	0
NC(c1csc(Nc2ccc(C(=O)c3ccccc3)cc2)n1)C1CCCCC1 (stereo unspecified)	-14
CCNc1nc2c(cnn2C)c(=O)[nH]1	1
CC(C)OCCc1cccc[n+]1[O-]	-6
COc1cccc(C(NC(C)=O)c2nc(-c3ccc(C)c(C)c3)cs2)c1 (stereo unspecified)	2
COc1ccc(NC(=O)C2(C)CCN2CC2CCCCC2)cc1OC (stereo unspecified)	6
COc1ccc(CCc2ccc3ccccc3n2)cc1	4
Cc1ccc(N(C)S(=O)(=O)c2cccc(C(=O)OCC(=O)N(C)Cc3ccccc3)c2)cc1	-8
CN(C)c1cccc(CNC(=O)c2csc([C@@H]3O[C@H](CO)[C@@H](O)[C@H]3O)n2)c1	3
CCCCCn1c(SCC(=O)c2ccccc2)nc2cc(C(=O)NCc3ccco3)ccc2c1=O	-8
Cc1ccc(-c2ccc(C3=CC(=O)CC(C)(C)C3=O)cc2)cc1	-2
CCN1/C(=C/c2ccc3ccccc3[n+]2CCCS(=O)(=O)[O-])C=Cc2cc(C)ccc21	13
O=C(Nc1cccc(C(F)(F)F)c1)c1csc([C@@H]2O[C@H](CO)[C@@H](O)[C@H]2O)n1	-5
Cc1ccc(S(=O)(=O)N2C[C@H]3C(=O)C[C@@H](c4ccccc4)N(S(=O)(=O)c4ccc(C)cc4)[C@H]3C[C@H]2c2ccccc2F)cc1	-4
CCC(=O)N1CCCC(C)(C(=O)Nc2ccc3oc(CC)nc3c2)C1 (stereo unspecified)	2
CSc1ccccc1C(=O)OCC(=O)Nc1c(C)n(C)n(-c2ccccc2)c1=O	-6
O=C(Nc1ccnn1C1CCN(Cc2ccc(CO)o2)CC1)c1cccc(F)c1	-1
Carrying on:
SMILES	CXCR6 block
CCOc1ccccc1OCCCC(=O)N1CCN(S(=O)(=O)c2ccccc2C#N)CC1	-5
CCCS(=O)(=O)NC(=O)C1(C)CCCN(C(=O)c2sccc2C)C1 (stereo unspecified)	-4
CC1(Cc2cccc(F)c2)C(=O)Nc2ccc(S(=O)(=O)NC3CCCCC3)cc21 (stereo unspecified)	-2
CCC(C)C(CO)NCCCn1cnc(C(=O)Nc2ccc(C)c(C)c2)n1 (stereo unspecified)	-5
CC1=C(C(=O)N(C(C)C)C(C)C)CC(CC(=O)NCc2ccco2)C(=O)N1Cc1ccc(C(C)(C)C)cc1 (stereo unspecified)	4
O=S(=O)(NN=C(c1ccccc1)c1ccccc1)c1ccccc1	-4
N#Cc1ccc(-c2nc3ccc(Cl)cn3c2Cc2cccc(Cl)c2)cc1	15
CCCCN(C(C)=O)c1c(CC)nc2ccc(C(=O)NCc3cccs3)cn12	2
CCCc1nc2sc3ccccc3c(=O)c2c(=O)n1Cc1ccccc1	13
O=c1ccoc2ccccc12	14

Nothing new here: six of the compounds above.
SMILES	CXCR6 block
CCc1nc2c(OCC(=O)c3ccc(F)cc3)cccn2c1N(C)C(=O)COc1ccccc1	-8
CC(C)(C)S(=O)(=O)N1Cc2cc(CO)cc(CCO)c2[C@@H]1CCO	-4
OC[C@H]1O[C@@H](c2nc3ccc(-c4nc(-c5ccc(Br)cc5)no4)cc3[nH]2)C[C@@H]1O	11
N#Cc1c(-c2ccccc2)nc(SCC(=O)Nc2ccccc2)[nH]c1=O	4
O=C(NCCN1CCOCC1)c1ccc2c(c1)N(Cc1cccc(Cl)c1)C(=O)c1ccccc1S2(=O)=O	7
CC1(C(=O)NS(=O)(=O)c2ccccc2)CCN1C(=O)CCc1ccc(Cl)cc1Cl (stereo unspecified)	0

Following part:
SMILES	CXCR6 block
O=C(CC1CC1)Nc1ccc2c(c1)[C@H]1C[C@H](CC(=O)N3CCc4ccccc4C3)O[C@@H](CO)[C@H]1O2	2
CCOc1ccc2[nH]c(=O)c(CN(CCc3ccccc3)C(=O)N3CCOCC3)cc2c1	6
c1ccc(NN=C(c2ccccc2)c2cccs2)cc1	5
O=C(CCN1CCCCC1)Nc1ccc(F)c(F)c1	0
COc1ccc(C(=O)N2CCCc3ccccc32)cc1OC	6
Cc1ccc(Cc2c(-c3cccc(Br)c3)nc3cc(C)c(Br)c(C)n23)cc1	3
CC(C)C1C(=O)N(Cc2cn(Cc3ccco3)nn2)CCS(=O)(=O)N1Cc1ccc(-c2ccc(F)cc2)cc1 (stereo unspecified)	0
Cc1ccc(S(=O)(=O)N2CCC(C(=O)NCCN3CCOCC3)CC2)cc1	0
COc1cccc(C(N)c2nc(-c3csc4ccccc34)cs2)c1 (stereo unspecified)	-8
O=[N+]([O-])c1csc2ccccc12	-3
CN(C)S(=O)(=O)c1ccc(Cl)c(NC(=O)CSc2nnnn2-c2ccc(O)cc2)c1	-8
O=C(c1[nH]c(C(F)(F)F)nc1-c1ccccc1)N1CCN(c2ncc(C(F)(F)F)cc2Cl)CC1	4
O=C(NCc1cccnc1)c1cc(C2CCCCN2C(=O)c2cccs2)on1 (stereo unspecified)	-1
N#CC1(Nc2ccc(-c3ccc(Cl)cc3)cc2)CCCC1	-11
O=C(CSc1ncnc2scc(-c3ccc(Cl)cc3)c12)NCc1ccc2c(c1)OCO2	11
COc1cc(C(=O)N(C(C)C)C2CCCCC2)cc(OC)c1OC	0
O=C(NCCSSCCNC(=O)c1ccccc1)c1ccccc1	8
COc1ccccc1Cc1c(-c2ccccc2)nc2ccc(Br)cn12	11
COc1ccc(-c2cc3nc(-c4ccccc4)cc(N4CCN(C(=O)c5ccsc5)CC4)n3n2)cc1	20
CCOC(=O)c1c(NC(=O)N/N=C/c2ccccc2OCC)sc(C(C)=O)c1C	20
O=C(c1cc(C2CCCCN2C(=O)CCCc2ccccc2)on1)N1CCOCC1 (stereo unspecified)	2
COc1ccc(NC(=O)c2c(C)noc2C)cc1S(=O)(=O)N1CCCCC1	4
COc1ccc(CNS(=O)(=O)c2ccc(F)cc2Br)cc1	0
COC(=O)CCC(=O)N1CCc2cc(S(=O)(=O)N3CCN(c4ccccc4Cl)CC3)ccc21	2
Cc1ccc(CNC(=O)Nc2ccc(F)cc2F)n1C	8
COc1ccc(C(CNC(=O)C(C)(C)Oc2ccc(Cl)cc2)N2CCOCC2)cc1 (stereo unspecified)	-4
Cc1sc2nc(SCc3nc(-c4ccccc4)no3)n(-c3ccccc3)c(=O)c2c1C	-9
Cc1c([N+](=O)[O-])c(C/C=N/O)nn1C	9
Nc1cc(=O)[nH]c(SCc2ccccc2)n1	-3
CN(C)c1ccc2nc3ccc(=O)cc-3sc2c1	-1

Of the compounds above, four contain a tert-butyl group.
SMILES	CXCR6 block
CN(CCc1ccccc1)C(c1cc2ccccc2o1)c1nnnn1C(C)(C)C (stereo unspecified)	-4
CCc1nc2c(OCC(=O)C(C)(C)C)cccn2c1N(C)C(=O)c1ccccc1F	4
CC(C)(C)S(=O)(=O)N1Cc2cc(CO)cc(CCO)c2[C@@H]1CCO	-4
CC1=C(C(=O)N(C(C)C)C(C)C)CC(CC(=O)NCc2ccco2)C(=O)N1Cc1ccc(C(C)(C)C)cc1 (stereo unspecified)	4

Other entries
SMILES	CXCR6 block
CC(C)Oc1ccc(F)cc1-c1cc(C(=O)N2CCc3ccccc3C2)[nH]n1	-6
CCCc1nc2ccc(C)cn2c1Cc1cccc(Cl)c1	-3
Clc1ccc(CNc2ncnc3[nH]ncc23)cc1Cl	-14
O=C(NC(=S)N1CCCc2ccccc21)c1ccc(Cl)cc1	-6
C[C@H]1CN([C@@H](C)CO)C(=O)CCCn2nncc2CO[C@H]1CN(C)C(=O)Nc1cccc(Oc2ccccn2)c1	4
O=C(NCc1cccnc1)OC1CC2CC1[C@H]1CCCCN1C2=O (stereo partly specified)	-3
COc1cc(/C=N/Nc2nc(C)nc3c2cnn3-c2ccccc2)ccc1O	3
CCn1cc([N+](=O)[O-])c(C(=O)N2CCCC2)n1	3
Clc1ccc2c(c1)-c1ccccc1C1=NCCN12	0
CC(=O)Nc1cc(-c2ccc(F)cc2)cn2c(-c3ccc(S(C)(=O)=O)cc3)cnc12	5
CN(NC1CC(=O)N(c2ccccc2)C1=O)c1ccccc1 (stereo unspecified)	8
COC(=O)[C@@]12CCCCN1[C@H](c1ccc(-c3ccc(Cl)c(Cl)c3)c(OC)c1)[C@@H]1C(=O)N(C)C(=O)[C@@H]12	4
CC(=O)Nc1ccc(NC(=O)C2CCN(S(C)(=O)=O)CC2)cc1	-3
Nc1cc2c(cc1Cl)-c1ccccc1C2	-9
CCc1ccc(-c2ccc(SCC(=O)NC3CCCC3)nn2)cc1	9
CN(C)c1ccc(N=Nc2ccc3ncccc3c2)cc1	37
Cc1cc(C)c(S(=O)(=O)N2CCN(C(=O)c3ccc(-n4nc(C)c(Cl)c4C)cc3)CC2)c(C)c1	3
C#CCOCCOCCOCCNc1nc(N2CCN(C(=O)[C@H](CCCCN)n3cc(CN)nn3)CC2)nc(N2CCN(C(=O)[C@H](CCCCN)n3cc([C@@H](N)CC(N)=O)nn3)CC2)n1	1
CCOC(=O)C1=C(C(=O)OCC)N(CC2CCCCC2)CCC1=O	-4
CC(=O)Nc1ccc(C=CC(=O)c2ccc([N+](=O)[O-])cc2)cc1	-10
CC(C)OCCCNc1nc(Cl)nc2c1cnn2C	-5
Cc1c2c(=O)n(-c3nc4ccccc4s3)nc-2cc(O)n1Cc1ccccc1	15
OC(c1ccc(F)c(F)c1)c1ncc(-c2cccc(C(F)(F)F)c2)[nH]1 (stereo unspecified)	-12
COc1ccc(OC)c(C=Cc2ccc([N+](=O)[O-])cc2)c1	1
C[C@@H](c1ccccc1)N1C[C@@H](COCc2ccccc2)Oc2cc(N3CCC[C@H]3CO)ccc2S1(=O)=O	8
Cc1ccc(S(=O)(=O)N=N/C=C2\C=CC=CN2O)cc1	-5
Cc1ccc([C@H]2C[C@H](O)[C@@H](n3cc(C4CC4)nn3)CN2CC2CCCCC2)cc1	-4
COC(=O)c1nc(NC(=O)c2ccccc2Br)n[nH]1	10
CCOC(=O)C1CCN(c2nc(N)c3c(N)nc(SCC(=O)O)cc3c2C#N)CC1	4
O=S(=O)(CCNCCc1ccccc1)NC1CCCCC1	-4
